Assay outcomes as filed in PubChem.
IL2 activator – IL-2 activation. activation, % (series mostly up to about 46 µM). AID 652025. 360,000 compounds, 0.065% hits. IL-2 activation reporter assay, cell-based qHTS; stimulated with anti-CD3/CD4/CD28 beads; in transgenic mouse T cells; in the data active = activation above about 50%; inconclusive = mostly about 30% to 49%; note: 0% is about no effect
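Unstimulated transgenic mouse T cells; 60-min compound exposure; bead-based TCR/CD4/CD28 stimulation; 18 h culture, 37 degrees C; dual fluorescence (EGFP, DsRed) plate cytometry.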
aSyn rescue – rescues yeast growth from alpha-synuclein toxicity | Yeast expressing alpha-synuclein, growth rescue, BacTiter-Glo, 24 h | Potency, µM (highest dose often 46.1 µM), for inactives: at the top dose growth rescue (activation), hits mostly activators | 370,000 compounds, 0.14% hits; note: potency is the fitted concentration of half-maximal effect; % of control where 0% means no effect; nearly all actives have a fitted effect of over 65% in size
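Readout is rescue of growth in alpha-synuclein-expressing yeast, so inhibitors of toxicity appear as activators. Growth after 24 hr at 30 deg C in galactose medium is quantified by luminescence.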
EPAC1 antag – EPAC1 (human) antagonism | 360,000 compounds, 0.14% hits | Potency, µM (highest dose often 115 µM), without a hit: top-dose activity change, negative = inhibition, most hits filed as inhibitors | EPAC1 GEF assay, Rap1b-BODIPY-GDP exchange fluorescence | O95398;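 note: potency is the fitted concentration of half-maximal effect; plate controls were vehicle for no effect and positive control for full effect; nearly all actives have a fitted effect of over 50% in size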
Abeta yeast res – restores growth of yeast expressing A-beta42 peptide; yeast expressing A-beta42, growth rescue, OD600, 48 h; response scale: 0% DMSO, 100% iron-clioquinol control; Potency, µM (top dose mostly 46.1 µM), without a hit: at the top dose growth rescue, usual class: activators; 410,000 compounds, 0.063% hits; note: potency is the fitted concentration of half-maximal effect; nearly all actives have a fitted effect of over 55% in size
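Growth rescue measured by 600 nm absorbance after 48 h yeast culture at 30 C with compound. Values normalized between DMSO and an equimolar ferric chloride plus clioquinol control.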
WRN helicase inh – inhibitors of human WRN helicase | Q14191 | WRN helicase unwinding, fluorescent forked duplex, kinetic | Potency, µM (top dose mostly 114 µM), without a hit: at the top dose activity change, negative = inhibition, actives largely listed as inhibitors | 360,000 compounds, 0.46% hits; note: potency is the fitted concentration of half-maximal effect; % is set by controls: 0 for no effect and ±100 for the full control effect; nearly all actives have a fitted effect of over 55% in size
Target sequence (Q14191 whole entry, looked up): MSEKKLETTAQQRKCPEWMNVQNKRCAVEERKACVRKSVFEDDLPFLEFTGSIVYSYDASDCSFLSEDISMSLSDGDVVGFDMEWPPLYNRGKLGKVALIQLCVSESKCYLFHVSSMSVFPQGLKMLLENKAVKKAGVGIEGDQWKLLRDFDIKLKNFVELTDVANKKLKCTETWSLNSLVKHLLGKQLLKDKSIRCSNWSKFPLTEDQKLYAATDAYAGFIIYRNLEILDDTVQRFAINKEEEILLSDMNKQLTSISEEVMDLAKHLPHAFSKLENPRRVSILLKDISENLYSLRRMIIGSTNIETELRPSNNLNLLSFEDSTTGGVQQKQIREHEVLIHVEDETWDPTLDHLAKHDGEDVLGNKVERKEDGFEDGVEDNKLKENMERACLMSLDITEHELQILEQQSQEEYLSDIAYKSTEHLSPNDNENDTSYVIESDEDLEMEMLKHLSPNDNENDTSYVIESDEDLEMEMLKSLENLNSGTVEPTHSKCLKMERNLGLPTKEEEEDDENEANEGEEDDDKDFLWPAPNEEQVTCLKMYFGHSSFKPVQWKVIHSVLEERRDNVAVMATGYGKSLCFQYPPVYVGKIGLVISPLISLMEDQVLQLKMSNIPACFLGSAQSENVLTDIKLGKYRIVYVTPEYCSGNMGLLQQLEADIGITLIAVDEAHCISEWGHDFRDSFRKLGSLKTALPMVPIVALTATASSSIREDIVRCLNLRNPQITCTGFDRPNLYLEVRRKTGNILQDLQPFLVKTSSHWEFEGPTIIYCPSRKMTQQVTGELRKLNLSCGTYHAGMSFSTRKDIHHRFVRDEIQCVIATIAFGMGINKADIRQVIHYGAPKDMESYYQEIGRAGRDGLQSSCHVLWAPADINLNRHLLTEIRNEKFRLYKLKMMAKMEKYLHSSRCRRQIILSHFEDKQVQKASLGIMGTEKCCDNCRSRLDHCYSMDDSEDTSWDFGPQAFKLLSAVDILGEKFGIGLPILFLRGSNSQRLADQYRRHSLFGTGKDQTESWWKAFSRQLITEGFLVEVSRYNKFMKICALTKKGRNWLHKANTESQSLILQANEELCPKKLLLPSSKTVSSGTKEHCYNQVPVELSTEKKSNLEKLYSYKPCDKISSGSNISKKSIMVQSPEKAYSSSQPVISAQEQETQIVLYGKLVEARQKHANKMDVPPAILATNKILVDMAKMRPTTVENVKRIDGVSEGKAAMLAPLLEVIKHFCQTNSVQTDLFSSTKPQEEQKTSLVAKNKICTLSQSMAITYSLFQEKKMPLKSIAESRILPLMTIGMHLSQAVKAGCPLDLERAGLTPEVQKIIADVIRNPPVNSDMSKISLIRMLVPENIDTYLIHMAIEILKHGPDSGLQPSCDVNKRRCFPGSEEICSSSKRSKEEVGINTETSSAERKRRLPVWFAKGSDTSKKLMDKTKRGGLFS
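Kinetic red-fluorescence monitoring (525/598 nm) tracks WRN helicase activity after 100 nM fluorophore-quencher forked duplex and 2 mM ATP are added to 20 nM enzyme pretreated 15 min at room temperature with compound.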
EPAC1 agonist – activates human EPAC1 exchange factor; AID 720707; EPAC1 agonist qHTS, biochemical assay; response scale: 100% = response to 6.5 mM cAMP; 360,000 compounds, 0.073% hits; Potency, µM (highest dose often 154 µM), without a hit: at the top dose activation, hits mostly activators; note: potency is the fitted concentration of half-maximal effect; nearly all actives have a fitted effect of over 60% in size
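EPAC1 100 nM, Rap1B–BODIPY-GDP 250 nM, unlabeled GDP 50 uM; compound titration; 5 min RT; kinetic read ex480/em540 at 5-min intervals ×30 min; data normalized to 6.5 mM cAMP agonist control.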
PI5P4Ka inh – inhibitors of human PI5P4K alpha; max response, %; AID 652105; 330,000 compounds, 1.2% hits; PI5P4Kalpha enzyme, ADP-Glo luminescence, 60 min; stronger effect = lower value; active = max response of -50% or lower; inconclusive = between -30% and -50%; inactive = -30% or higher; note: value at the top dose of about 77 µM; % is set by controls: 0 for no effect and ±100 for the full control effect
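Controls without substrate or without enzyme flank wells where PI5P4Kalpha converts substrate using 5 microM ATP (final). Incubation lasts 60 minutes at room temperature; ADP formed is read by ADP-Glo luminescence.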
FUS suppressor – suppressors of FUS proteinopathy in yeast; S. cerevisiae FUS-expressing, growth rescue, OD600, 24 h; Potency, µM (doses to about 76.6 µM), without a hit: top-dose growth rescue (activation), usual class: activators; 390,000 compounds, 0.24% hits; AID 1347120;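 note: potency is the fitted concentration of half-maximal effect; plate controls were DMSO vehicle for no effect and reference control for full effect; nearly all actives have a fitted effect of over 55% in size; some results filed as inactive show a strong effect at the top dose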
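S. cerevisiae expressing FUS from galactose induction served as the toxicity model. Growth after 24hr at 30C, read as absorbance at 600 nm, indicates suppression of toxicity; compounds dosed at several concentrations.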
PLK1 PBD inh – inhibitors of human PLK1 polo-box domain binding; P53350; Plk1 PBD binding of FITC phosphopeptide, fluorescence polarization; Potency, µM, without a hit: max response, negative = inhibition, actives largely listed as inhibitors; 360,000 compounds, 2.8% hits; AID 720504; note: potency is the fitted concentration of half-maximal effect; series mostly up to about 57 µM; % is set by controls: 0 for no effect and ±100 for the full control effect; nearly all actives have a fitted effect of over 65% in size
* = called active by the depositor; [ ] = dose if it differs, or a comment. Unless noted, calls come from the whole dose curve; as a rule, active = well fitted curve in the direction sought with a large enough effect; inconclusive = small, poorly fitted or top-dose-only effect, or another doubt; inactive = no such curve, though single readings can be large; an effect the other way counts as inactive or inconclusive. No enrichment for hits. About 4.1% of those tested had a hit in this group.

Results for O=C(CS(=O)(=O)c1cn(CC(=O)N2CCOCC2)c2ccccc12)NCc1ccc(F)cc1 ?
IL2 activator: -3.6; aSyn rescue: 3%; EPAC1 antag: 9%; Abeta yeast res: 3%; WRN helicase inh: -12%; EPAC1 agonist: 6%; PI5P4Ka inh: 7; FUS suppressor: 7%; PLK1 PBD inh: -8%

What do the screens show for `CSCC(O)Cn1ncc2ccccc2c1=O` (stereo not drawn)?
IL2 activator: -0.3; aSyn rescue: -7%; EPAC1 antag: -3%; Abeta yeast res: 6%; WRN helicase inh: 3%; EPAC1 agonist: 2%; PI5P4Ka inh: -1; FUS suppressor: -24%; PLK1 PBD inh: 0%

What do the screens show for `O=C(NCc1ccccc1)C1c2ccccc2Oc2ccccc21`?
IL2 activator: -1.7; aSyn rescue: 0%; EPAC1 antag: 5%; Abeta yeast res: 10%; WRN helicase inh: -12%; EPAC1 agonist: 8%; PI5P4Ka inh: 2; FUS suppressor: 0%; PLK1 PBD inh: -7%

Results for Cc1c(NS(=O)(=O)c2cc(C(=O)Nc3ccc(F)cc3Cl)ccc2Cl)c(=O)n(-c2ccccc2)n1C ?
IL2 activator: 0.6; aSyn rescue: 0%; EPAC1 antag: -8%; Abeta yeast res: 7%; WRN helicase inh: -4%; EPAC1 agonist: -11%; PI5P4Ka inh: 4; PLK1 PBD inh: 1%

How did CC(C)(C)NC(=O)CN(C(=O)CNS(=O)(=O)c1ccc(Cl)cc1)c1ccc2c(c1)OCCO2 do in these assays?
IL2 activator: 0.7; aSyn rescue: 1%; EPAC1 antag: -25%; Abeta yeast res: -6%; WRN helicase inh: 1%; EPAC1 agonist: -1%; PI5P4Ka inh: -8; FUS suppressor: 20%; PLK1 PBD inh: -4%

Results for Cc1[nH]c2c(ccc3cccnc32)c1C ?
IL2 activator: -2.2; aSyn rescue: 7%; EPAC1 antag: -3%; Abeta yeast res: 9%; WRN helicase inh: 2%; EPAC1 agonist: 7%; PI5P4Ka inh: 3; FUS suppressor: 20%; PLK1 PBD inh: -4%

Results for CCc1c(C)nc2cc(-c3ccc(OC)cc3)[nH]n2c1=O ?
IL2 activator: -1.9; aSyn rescue: -5%; EPAC1 antag: 13%; Abeta yeast res: 8%; WRN helicase inh: -11%; EPAC1 agonist: -5%; PI5P4Ka inh: -12; FUS suppressor: 5%; PLK1 PBD inh: 0%

Results for CCOc1ccc(-n2c(O)c(/C=N/NC(=O)C3COc4ccccc4O3)c3ccccc3c2=O)cc1 (stereo not drawn) ?
IL2 activator: 2.2; aSyn rescue: 8%; EPAC1 antag: 16%; Abeta yeast res: -19%; WRN helicase inh: -22%; EPAC1 agonist: -1%; PI5P4Ka inh: inconclusive; FUS suppressor: inconclusive; PLK1 PBD inh: -9%

What do the screens show for `O=C(CCc1ccc(S(=O)(=O)N2CCOCC2)cc1)Nc1ccccc1F`?
IL2 activator: 0.7; aSyn rescue: -6%; EPAC1 antag: -14%; Abeta yeast res: -11%; WRN helicase inh: 13%; EPAC1 agonist: -2%; PI5P4Ka inh: 1; FUS suppressor: -11%; PLK1 PBD inh: -4%

What do the screens show for `O=C1C2C3C=CC(C3)C2C(=O)N1c1nccs1` (stereo not drawn)?
IL2 activator: -1.4; aSyn rescue: -8%; EPAC1 antag: 5%; Abeta yeast res: -7%; WRN helicase inh: -10%; EPAC1 agonist: 2%; FUS suppressor: 22%; PLK1 PBD inh: -1%

How did COCCN(C(=O)COC(=O)CCCOc1ccccc1)c1c(N)n(Cc2ccccc2)c(=O)[nH]c1=O do in these assays?
IL2 activator: -0.7; aSyn rescue: 6%; EPAC1 antag: -3%; Abeta yeast res: 6%; WRN helicase inh: -3%; EPAC1 agonist: -47%[inhibitor]; PI5P4Ka inh: 0; FUS suppressor: 18%; PLK1 PBD inh: -9%

What do the screens show for `CC(C)c1[nH]nc2c1C(C(C)C)C(C#N)=C(N)O2` (stereo not drawn)?
IL2 activator: 1.9; aSyn rescue: -1%; EPAC1 antag: 0%; Abeta yeast res: 0%; WRN helicase inh: 3%; EPAC1 agonist: 8%; PI5P4Ka inh: -5; FUS suppressor: 10%; PLK1 PBD inh: -13%

What do the screens show for `CCc1nn(CC(=O)NCCCN(Cc2ccccc2)C(C)C)c(=O)c2cc3sccc3n12`?
IL2 activator: -1.9; aSyn rescue: -7%; EPAC1 antag: -3%; Abeta yeast res: 2%; WRN helicase inh: -16%; EPAC1 agonist: 5%; FUS suppressor: 19%; PLK1 PBD inh: -3%

Results for CCCCNC(=O)CCCn1c(=O)c2ccccc2n(CC(=O)NCCC2=CCCCC2)c1=O ?
IL2 activator: -2.3; aSyn rescue: 1%; EPAC1 antag: -6%; Abeta yeast res: 3%; WRN helicase inh: -6%; EPAC1 agonist: -5%; PI5P4Ka inh: -3; FUS suppressor: 3%; PLK1 PBD inh: inconclusive

What do the screens show for `CC(C)Cn1c(=S)[nH]c2cc(C(=O)NCc3ccccc3F)ccc2c1=O`?
IL2 activator: 0.4; aSyn rescue: 4%; EPAC1 antag: -3%; Abeta yeast res: 20%; WRN helicase inh: 0%; EPAC1 agonist: -7%; PI5P4Ka inh: -2; FUS suppressor: -5%; PLK1 PBD inh: -7%

Results for O=C(Cc1ccc(NC2=NC3CS(=O)(=O)CC3S2)cc1)NCc1ccccc1 (stereo not drawn) ?
IL2 activator: -1.6; aSyn rescue: -13%; EPAC1 antag: 0%; Abeta yeast res: 0%; WRN helicase inh: 1%; EPAC1 agonist: 8%; PI5P4Ka inh: -1; FUS suppressor: -3%; PLK1 PBD inh: -11%

Results for CCC(C)CNC(=O)c1[nH]c(C(F)(F)F)nc1-c1ccccc1 (stereo not drawn) ?
IL2 activator: -0.4; aSyn rescue: -5%; EPAC1 antag: 19%; Abeta yeast res: -16%; WRN helicase inh: 3%; EPAC1 agonist: -5%; PI5P4Ka inh: -1; FUS suppressor: -8%; PLK1 PBD inh: -13%

Results for COc1n[nH]c(C(=O)Nc2nc3ccccc3s2)c1[N+](=O)[O-] ?
IL2 activator: -2.2; aSyn rescue: 0%; EPAC1 antag: -10%; Abeta yeast res: -28%; WRN helicase inh: -6%[11.6 µM]; EPAC1 agonist: 1%; PI5P4Ka inh: -54*; FUS suppressor: 6%; PLK1 PBD inh: -10%

What do the screens show for `Cc1ccc(-c2csc(NC(=S)NC(=O)c3ccco3)n2)cc1`?
IL2 activator: -2.9; aSyn rescue: 0%; EPAC1 antag: -2%; Abeta yeast res: -1%; WRN helicase inh: -24%[57.1 µM]; EPAC1 agonist: -7%; PI5P4Ka inh: 18; FUS suppressor: 7%; PLK1 PBD inh: -4%

Results for O=C(NCCCN1CCN(c2ccccc2F)CC1)Nc1ccc(F)cc1 ?
IL2 activator: 1.6; aSyn rescue: 6%; EPAC1 antag: -8%; Abeta yeast res: 9%; WRN helicase inh: -32%; EPAC1 agonist: 10%; PI5P4Ka inh: 2; FUS suppressor: -4%; PLK1 PBD inh: -12%

Results for CCC(=O)Nc1ccc(NC(=O)c2cc3ccccc3o2)cc1 ?
IL2 activator: -0.5; aSyn rescue: -4%; EPAC1 antag: 6%; Abeta yeast res: -12%; WRN helicase inh: -6%; EPAC1 agonist: -1%; PI5P4Ka inh: 4; FUS suppressor: 16%; PLK1 PBD inh: -8%

How did N#Cc1ccc(S(=O)(=O)N2CCCN(c3nc4ccc(Cl)cc4s3)CC2)cc1 do in these assays?
IL2 activator: -0.8; aSyn rescue: 1%; EPAC1 antag: 3%; Abeta yeast res: 1%; WRN helicase inh: -13%; EPAC1 agonist: -3%; PI5P4Ka inh: 10; FUS suppressor: 2%; PLK1 PBD inh: -6%

What do the screens show for `CC1(C)CC2(CCO1)OC(=O)CC2C(=O)Nc1ccccc1Cl` (stereo not drawn)?
IL2 activator: 0.2; aSyn rescue: 0%; EPAC1 antag: -4%; Abeta yeast res: -2%; WRN helicase inh: 0%; EPAC1 agonist: -4%; PI5P4Ka inh: 1; FUS suppressor: -8%; PLK1 PBD inh: -17%

How did O=C(Cc1ccc(S(=O)(=O)N2CCOCC2)s1)NCCOc1ccccc1F do in these assays?
IL2 activator: -1.6; aSyn rescue: 1%; EPAC1 antag: 1%; Abeta yeast res: -3%; WRN helicase inh: 0%; EPAC1 agonist: -3%; PI5P4Ka inh: 1; FUS suppressor: 18%; PLK1 PBD inh: 4%

Quoted at random: three records from the list, in no set order.
Results for CCC(=O)Nc1ccc(NC(=O)c2cc3ccccc3o2)cc1 ?
IL2 activator: -0.5; aSyn rescue: -4%; EPAC1 antag: 6%; Abeta yeast res: -12%; WRN helicase inh: -6%; EPAC1 agonist: -1%; PI5P4Ka inh: 4; FUS suppressor: 16%; PLK1 PBD inh: -8%

How did N#Cc1ccc(S(=O)(=O)N2CCCN(c3nc4ccc(Cl)cc4s3)CC2)cc1 do in these assays?
IL2 activator: -0.8; aSyn rescue: 1%; EPAC1 antag: 3%; Abeta yeast res: 1%; WRN helicase inh: -13%; EPAC1 agonist: -3%; PI5P4Ka inh: 10; FUS suppressor: 2%; PLK1 PBD inh: -6%

What do the screens show for `CC1(C)CC2(CCO1)OC(=O)CC2C(=O)Nc1ccccc1Cl` (stereo not drawn)?
IL2 activator: 0.2; aSyn rescue: 0%; EPAC1 antag: -4%; Abeta yeast res: -2%; WRN helicase inh: 0%; EPAC1 agonist: -4%; PI5P4Ka inh: 1; FUS suppressor: -8%; PLK1 PBD inh: -17%
